NPSR antagonist = antagonists of human neuropeptide S receptor cAMP signaling; Q6W5P4; CHO-NPSR cells, cAMP TR-FRET, antagonist mode; Potency, µM (doses to about 38.3 µM), without a hit: at the top dose activity change, negative = inhibition, usual class: inhibitors; 220,000 compounds, 1% hits; further: potency means the concentration at half of the fitted maximal effect; on the % scale 0 is the no-effect control and ±100 the full control effect; nearly all actives have a fitted effect of over 50% in size; many of its hits are not listed in these tables
Target sequence (Q6W5P4 whole entry, looked up): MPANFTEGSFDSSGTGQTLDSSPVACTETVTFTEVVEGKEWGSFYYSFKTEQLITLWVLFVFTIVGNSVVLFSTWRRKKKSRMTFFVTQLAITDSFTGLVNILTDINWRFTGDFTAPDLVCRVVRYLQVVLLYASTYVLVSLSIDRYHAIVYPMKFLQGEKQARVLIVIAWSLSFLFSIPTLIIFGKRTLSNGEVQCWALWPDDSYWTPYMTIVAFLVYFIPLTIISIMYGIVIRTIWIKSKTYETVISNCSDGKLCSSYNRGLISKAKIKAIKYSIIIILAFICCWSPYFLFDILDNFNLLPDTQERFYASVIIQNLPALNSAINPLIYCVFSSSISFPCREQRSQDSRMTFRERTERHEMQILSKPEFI
KinaseGlo FLuc = blocks Kinase-Glo luciferase, a counter-screen artifact | Q27757 | 200,000 compounds, 0.28% hits | Kinase-Glo luciferase, ATP luminescence, 8 min | Potency, µM (titrated, usually from 38.3 µM), without a hit: at the top dose activity change, negative = inhibition, actives largely listed as inhibitors; further: potency means the concentration at half of the fitted maximal effect; on the % scale 0 is the no-effect control and ±100 the full control effect; nearly all actives have a fitted effect of over 60% in size
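Light output from Kinase-Glo luciferase with luciferin and 10 uM ATP in 50 mM imidazole pH 7.2, KCl, MgCl2, Tween 20, BSA; compound pin-delivered, 8-min ambient incubation, then luminescence read.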
IMPase Li cell = membrane-permeable IMPase blocker, potentiated with lithium; Potency, µM (top dose mostly 59.4 µM), inactives show top-dose activity, negative = IMPase inhibition, actives largely listed as inhibitors; 210,000 compounds, 0.35% hits; CHO-M1 cells, IP1 TR-FRET (IP-One), carbachol + lithium;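 further: IP1 builds up when IMPase is blocked and the TR-FRET signal falls; potency means the concentration at half of the fitted maximal effect; plate controls were basal vehicle for no effect and high inhibitor control for full effect; nearly all actives have a fitted effect of over 50% in size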
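CHO cells stably expressing M1 receptor (2000/well) were cultured 16–30 h, then exposed to compounds with a small lithium addition for 30 min at 37C. IP1 was measured by TR-FRET competition; AC50 from Hill fits.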
CBFb-RUNX1 inh = blocks binding between human CBF-beta and RUNX1. AlphaScreen CBFb-His/RUNX1-biotin binding, biochemical. Potency, µM (titrated, usually from 59.8 µM), for inactives: at the highest dose activity, negative = inhibition, actives largely listed as inhibitors. 230,000 tested, under 10 active; further: % of control where 0% means no effect
Target sequence (Q01196 whole entry, looked up): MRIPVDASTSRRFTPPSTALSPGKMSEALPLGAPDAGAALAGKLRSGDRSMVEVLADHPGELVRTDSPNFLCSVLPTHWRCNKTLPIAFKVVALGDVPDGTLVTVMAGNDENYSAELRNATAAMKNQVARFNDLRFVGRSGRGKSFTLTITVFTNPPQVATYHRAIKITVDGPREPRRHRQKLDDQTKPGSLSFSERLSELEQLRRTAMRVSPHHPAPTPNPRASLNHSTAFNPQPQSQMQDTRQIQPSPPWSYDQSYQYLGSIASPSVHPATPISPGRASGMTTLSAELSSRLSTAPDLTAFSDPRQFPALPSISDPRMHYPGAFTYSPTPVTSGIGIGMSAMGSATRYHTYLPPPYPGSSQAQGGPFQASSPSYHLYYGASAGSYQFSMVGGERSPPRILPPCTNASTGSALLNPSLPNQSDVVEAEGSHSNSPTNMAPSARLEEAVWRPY
Target sequence (Q13951 whole entry, looked up): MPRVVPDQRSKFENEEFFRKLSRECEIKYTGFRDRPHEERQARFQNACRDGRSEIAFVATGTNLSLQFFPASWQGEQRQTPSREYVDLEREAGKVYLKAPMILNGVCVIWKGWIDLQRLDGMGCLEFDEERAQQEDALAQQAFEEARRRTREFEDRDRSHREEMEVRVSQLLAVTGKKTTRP
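AlphaScreen proximity signal reports loss of binding between His-tagged CBF-beta and biotin-labelled RUNX1, each at 30 nM. Proteins are pre-associated for 20 minutes, compounds added for 15 minutes, then beads for 90 minutes, all at ambient temperature.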
Epigenetic reg = derepresses silenced GFP reporter in murine cells; murine LDR cells, GFP reporter derepression, 30 h; Potency, µM (highest dose often 53.9 µM), inactives show at the highest dose GFP activation, usual class: activators; 280,000 compounds, 0.2% hits; AID 1865; further: potency means the concentration at half of the fitted maximal effect; % of control where 0% means no effect; nearly all actives have a fitted effect of over 60% in size
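GFP-positive cell count by laser-scanning cytometry (objects 20–120 um) after 30 h, 37 C compound exposure of murine LDR cells; reporter is CMV-GFP integrated at a silenced locus, inducible by HDAC or DNMT inhibitors.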
LMNA splice mod = LMNA splicing modulation; HeLa LMNA splicing GFP/RFP minigene ratio, 48 h; Potency, µM (doses to about 46.1 µM), without a hit: at the highest dose ratio change, negative = inhibition, actives largely listed as inhibitors; 200,000 compounds, 0.01% hits; AID 1487; active means well fitted inhibition curve with a large enough effect in the signal ratio, with a control signal flat, not every such curve was filed as active; inconclusive means small, poorly fitted or top-dose-only effect, or effect the other way, or a change in a side signal; the % refers to the signal ratio; further: potency means the concentration at half of the fitted maximal effect; on the % scale 0 is the no-effect control and ±100 the full control effect
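S3 HeLa cells stably expressing lamin A-EGFP splicing minigene plus DsRed2, 600 cells/well, 48 h compound exposure at 37C. Laser-scanning cytometry; analysed as GFP (500-530 nm)/RFP (575-640 nm) total intensity ratio; 0.5% DMSO vehicle.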
HTT aggregate = mutant huntingtin aggregation inhibition; PC12 HttQ103-GFP aggregates, Acumen cytometry, 40 h; Potency, µM (doses to about 46.1 µM), for inactives: at the highest dose activity change, negative = inhibition, most hits filed as inhibitors; 220,000 compounds, 1.1% hits; AID 1688; further: potency means the concentration at half of the fitted maximal effect; on the % scale 0 is the no-effect control and ±100 the full control effect; nearly all actives have a fitted effect of over 60% in size
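PC12/HTTQ103-GFP, ecdysone-inducible; teb 100 nM; cpd qHTS titration; GFP aggregates read on laser cytometer, Ex 488/Em 500-530 nm.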
* marks the source's active call; other numbers are inactive results; ? = inconclusive; / = not tested or not shown; & = joins results of further samples; [ ] = another dose, or the depositor's remark. Unless noted, the call rests on the fitted dose curve; in most records, active means well fitted curve in the direction sought with a large enough effect; inconclusive means small, poorly fitted or top-dose-only effect, or another doubt; inactive means no such curve, though single readings can be large; an effect the other way counts as inactive or inconclusive. This is a subset (hit frequency here may not be typical).

SMILES | NPSR antagonist | KinaseGlo FLuc | IMPase Li cell | CBFb-RUNX1 inh | Epigenetic reg | LMNA splice mod | HTT aggregate
CCOC(=O)CN1C(=O)CSc2ccc(S(=O)(=O)N3CCCC3)cc21 | 4% | / | / | 7% | 5.8% | / | -12%[9.22 µM]
COc1ccc(/C=C(\C#N)C(=O)c2c(C)[nH]c3ccccc23)cc1OC | -9% | 1% | 16% | -8% | 1.1% | 8% | 11%
O=C1CN(c2ccc(Cl)cc2)C2(CCCCC2)S1 | -5% | 0% | 0% | 1% | 0.0% | 7% | -11%
COc1ccc(/C=N/NC(=O)c2cccc(NC(C)=O)c2)c(OC)c1 | 12% | -3% | -8% | -4% | 0.4% | / | 6%
Cc1csc(N/N=C/c2ccccn2)n1 | ? | ? | 10% | ? | ? | / | ?
Cc1cccc(-n2nc3c(c2NC(=O)c2ccc(Br)o2)CSC3)c1C | ? | 2% | 3% | -7% | -1.1% | -9% | 13%
CCN(CC)c1nc(SCC(=O)O)nc(N(CC)CC)n1 | -13%[46.1 µM] | 2% | 7% | 3% | -5.9% | -7% | 9%
CN1CCN(c2ccc(C(=O)c3ccc(F)cc3)cc2)CC1 | -11%[46.1 µM] | -4% | -4%[38.3 µM] | 1% | -0.9% | ? | 8%
O=C(COc1ccc2ccccc2c1)N1CCN(C(=O)c2ccc([N+](=O)[O-])cc2)CC1 | -19% | 0% | 4% | 7% | 0.0% | 4%[46 µM] | 2%
Cn1c(C2=C(O)CN(Cc3ccccc3)C2=N)[n+](C)c2ccccc21 | -8% | 0% | -2% | 3% | 0.2% | 3%[46 µM] | -2%
CC(Oc1cc(F)ccc1[N+](=O)[O-])C(=O)Nc1ccc(S(=O)(=O)N2CCCC2)cc1 (configuration not stated) | -15% | -1% | 22% | -13% | 3.9% | ? | 5%
O=C(COC(=O)CCN1C(=O)c2ccccc2C1=O)Nc1ccc(S(=O)(=O)N2CCCC2)cc1 | -10%[46.1 µM] | 18% | 9%[38.3 µM] | 0% | 6.6% | 2% | 1%
Cc1cccc(Nc2nnc(C)c(=O)n2N)c1 | -24%[46.1 µM] | 2% | 0% | -1% | 0.0% | -10% | -13%
CN(C)c1ccc(C(=O)N2CCN(c3cc(C(F)(F)F)nc4ccccc34)CC2)cc1 | -32% | / | / | -12% | 1.0% | / | -24%[9.22 µM]
COc1cc(OCC(N)=O)cc(OC)c1OC | 11% | -6% | -13% | 10% | 6.1% | -6% | 14%
Cc1cc(=O)[nH]c2c1c(-c1ccccc1)nn2C | -2% | / | / | 3% | 0.1% | / | -18%[9.22 µM]
O=C(NC1CCCCC1)NC1CC2CCC(C1)N2C(=S)NCc1ccco1 (configuration not stated) | 4%[46.1 µM] | 1% | 11%[38.3 µM] | -2% | 0.0% | 4% | 20%
O=C(COC(=O)c1ccccc1Br)NCCN1C(=O)CSC1=O | 7% | 1% | -16% | 9% | 3.5% | -21%[46 µM] | 10%
O=C(CC1SC(N2CCCCC2)=NC1=O)Nc1cccc(C(=O)O)c1 (configuration not stated) | 1%[46.1 µM] | 0% | 5%[38.3 µM] | 2% | -0.9% | 4% | 4%
CCc1c(C)nc(SCC(=O)Nc2ccc3c(c2)OCCO3)[nH]c1=O | -12% | 0% | -4% | 4% | 0.0% | / | -10%[9.22 µM]
Cc1cc(=O)nc2c3ccccc3n(CC(=O)Nc3ccccc3Br)n12 | -6% | / | / | 2% | -1.0% | / | -9%[9.22 µM]
Cc1cccc(Cn2c(Cc3ccccc3)nc3ccccc32)c1 | ? | 1% | -5% | -1% | -3.3%&1.3% | -12% | 0%
O=C(CSc1ncccn1)Nn1cnnc1 | 1%[46.1 µM] | 2% | -15%[38.3 µM] | 4% | 0.0% | 3% | 9%
Cc1nnc(NC(=O)COc2ccc3c(C)cc(=O)oc3c2)s1 | -11%[46.1 µM] | -1% | 14%[38.3 µM] | -8% | 2.0% | 19% | 3%
C[C@@H](C(=O)O)c1ccc(N2Cc3ccccc3C2=O)cc1 | / | ? | -4% | -8%[21.7 µM] | 2.4%[16.9 µM] | ? | /
CCOC(=O)c1cnc2ccccc2c1Nc1cccc(C(=O)O)c1 | -58% | 3% | 7.9µM* | 0% | 0.0% | / | -23%
O=C1c2ccccc2OC2(C=Cc3ccccc3O2)N1Cc1ccccc1 (configuration not stated) | ? | -3% | 39%[activator][38.3 µM] | 6% | 0.3% | ? | ?
CCC(c1nnnn1C1CCCC1)N1CCN(c2cccc(OC)c2)CC1 (configuration not stated) | 13% | -1% | 20% | -11% | 2.4% | ? | 1%[9.22 µM]
CCc1ccnc(NC(=O)NS(=O)(=O)c2ccc(C)cc2)c1 | 11% | / | / | 1% | 13% | / | -12%[9.22 µM]
O=C(NC12CC3CC(CC(C3)C1)C2)N1CCC(n2nnc3ccccc32)CC1 | 8%[7.67 µM] | -6% | -15%[38.3 µM] | 3% | -1.5% | 3% | 0%

Ten of these compounds, reformatted.
structure,NPSR antagonist,KinaseGlo FLuc,IMPase Li cell,CBFb-RUNX1 inh,Epigenetic reg,LMNA splice mod,HTT aggregate
Cc1cc(=O)nc2c3ccccc3n(CC(=O)Nc3ccccc3Br)n12,-6%,/,/,2%,-1.0%,/,-9%[9.22 µM]
Cc1cccc(Cn2c(Cc3ccccc3)nc3ccccc32)c1,?,1%,-5%,-1%,-3.3%&1.3%,-12%,0%
O=C(CSc1ncccn1)Nn1cnnc1,1%[46.1 µM],2%,-15%[38.3 µM],4%,0.0%,3%,9%
Cc1nnc(NC(=O)COc2ccc3c(C)cc(=O)oc3c2)s1,-11%[46.1 µM],-1%,14%[38.3 µM],-8%,2.0%,19%,3%
C[C@@H](C(=O)O)c1ccc(N2Cc3ccccc3C2=O)cc1,/,?,-4%,-8%[21.7 µM],2.4%[16.9 µM],?,/
CCOC(=O)c1cnc2ccccc2c1Nc1cccc(C(=O)O)c1,-58%,3%,7.9µM*,0%,0.0%,/,-23%
O=C1c2ccccc2OC2(C=Cc3ccccc3O2)N1Cc1ccccc1 (configuration not stated),?,-3%,39%[activator][38.3 µM],6%,0.3%,?,?
CCC(c1nnnn1C1CCCC1)N1CCN(c2cccc(OC)c2)CC1 (configuration not stated),13%,-1%,20%,-11%,2.4%,?,1%[9.22 µM]
CCc1ccnc(NC(=O)NS(=O)(=O)c2ccc(C)cc2)c1,11%,/,/,1%,13%,/,-12%[9.22 µM]
O=C(NC12CC3CC(CC(C3)C1)C2)N1CCC(n2nnc3ccccc32)CC1,8%[7.67 µM],-6%,-15%[38.3 µM],3%,-1.5%,3%,0%

Following part.
SMILES | NPSR antagonist | KinaseGlo FLuc | IMPase Li cell | CBFb-RUNX1 inh | Epigenetic reg | LMNA splice mod | HTT aggregate
Cc1ccc(CN(CC(=O)N/N=C/c2ccccc2[N+](=O)[O-])S(=O)(=O)c2ccc(C)cc2)cc1 | ? | -3% | 5%[38.3 µM] | -23% | -0.9% | -10% | -18%
O=C(Nc1cccc(F)c1)c1c(O)c2cccc3c2n(c1=O)CCC3 | 23% | -5% | 14% | 10% | -1.5% | 22%[46 µM] | 11%[9.22 µM]
Cc1cc(C(=O)Nc2ccccc2)c(C)o1 | -4%[46.1 µM] | -5% | 14%[38.3 µM] | 1% | 1.8% | 16% | 0%[9.22 µM]
c1ccc2c(c1)nc(NCCN1CCOCC1)c1nncn12 | 3% | 7% | 2% | 3% | -1.0% | 0% | -2%
O=C(CSc1ccccc1)Nc1ccc(-c2nc3ccccc3[nH]2)cc1 | -52% | 0% | 8% | 8% | 1.0% | -2% | 0%
CC(C)CCN(C(=O)COc1ccc(C#N)cc1)c1c(N)n(Cc2ccccc2)c(=O)[nH]c1=O | -36% | 0% | 4% | 6% | 1.0% | 1%[46 µM] | -24%[9.22 µM]
COc1ccc(CCNC(=O)COC(=O)c2ccc(Br)o2)cc1OC | -3%[46.1 µM] | -5% | 18%[38.3 µM] | -1% | -2.0% | 1% | 10%
O=C(NC(=O)c1ccc(Cl)cc1)Nc1ccc(-c2cnco2)cc1 | 13% | / | / | 3% | -1.0% | / | ?
COc1ccc(C(=O)CSc2nnc(-c3ccccn3)n2Cc2ccco2)cc1 | ? | / | / | ? | -5.5% | 0% | 32%
CC(C)CC(C(=O)NC(C)(C)C)N(Cc1cccs1)C(=O)c1snc(C(N)=O)c1N (configuration not stated) | -44% | 2% | -2% | 5% | -0.3% | 0%[46 µM] | -17%
COc1cccc(C2NC(=O)c3ccccc3O2)c1OC (configuration not stated) | 2%[46.1 µM] | -2% | 2%[38.3 µM] | 1% | 0.8% | ? | 7%
Cc1nc(SCc2cccc(F)c2)[nH]c(=O)c1C#N | -7%[46.1 µM] | / | / | 7% | -1.0% | 6% | -21%
COCc1nnc(NC(=O)CC(c2ccccc2)c2ccccc2)s1 | -8%[46.1 µM] | 1% | -15%[38.3 µM] | -3% | 0.9% | 18% | 6%
Cc1ccc(C(=O)Oc2ccccc2N2C(=O)C3CCCCC3C2=O)cc1 (configuration not stated) | 8%[46.1 µM] | 9% | -23%[38.3 µM] | -1% | 0.0% | 0% | 21%
COC(=O)[C@H](COC(C)(C)C)NC(=O)O[C@@H]1C(=O)c2cc(Br)ccc2O[C@H]1c1cccc(OC)c1 | / | -1% | 9% | -8% | 0.8% | / | /
CC(=O)c1cccc(NC2c3ccccc3C(=O)N2Cc2ccco2)c1 (configuration not stated) | 5% | / | / | 2% | 3.1% | / | -7%[9.22 µM]
O=S(=O)(NCC1CCCO1)c1cnc(Cl)c(Cl)c1 (configuration not stated) | -1% | -1% | -10% | 0% | 11% | ? | -22%
CN(C)C(=S)Nc1ccc(Br)cc1Cl | -10% | / | / | 3% | 0.5% | / | -2%[9.22 µM]
Cn1c(COc2ccc([N+](=O)[O-])cc2)nnc1SCC(N)=O | 7% | -1% | 0% | -12% | -0.6% | -19%[46 µM] | -21%
Cc1cc(C)c(OCC(=O)Nc2cccc(O)c2)cc1C | ? | 1% | 11%[38.3 µM] | 5% | 1.1% | -8% | 7%
c1ccc(-n2c(-c3ccco3)nnc2N2CCOCC2)cc1 | -5%[46.1 µM] | 0% | -8%[38.3 µM] | 7% | 1.0% | 0% | 4%

Bioassay records: PubChem BioAssay, National Center for Advancing Translational Sciences (NCATS)
